Screens as filed in PubChem BioAssay.
RMI-FANCM inh = inhibitors of human RMI core complex binding to FANCM MM2; Fluorescence polarization, RMI core complex with F-MM2 peptide; stronger effect = lower value; FP signal (polarization) at 33 µM; 70,000 tested, 0.58% active; AID 1159607; in the data active means FP signal below about 40; further: inactives centre near 61; strong numbers were not always called active; unit not given here
Numbers without * were called inactive; & = joins results of further samples. This is a subset; rates above refer to the full screens.

Structure | RMI-FANCM inh
O=C(NCC1CCCO1)C(=O)Nc1ccncc1 (stereo not drawn) | 52
O=C(Nc1nc(CN2CCc3ccccc3C2)cs1)c1ccc(Br)o1 | 64
O=C(Nc1cccc(-c2ccc(N3CCOCC3)nn2)c1)c1ccccc1C(F)(F)F | 55
Clc1cccc(-c2[nH]ncc2-c2ccncn2)c1 | 61
NS(=O)(=O)c1cccc(NC(=O)Nc2cccc(S(N)(=O)=O)c2)c1 | 56
Cc1ccc(-c2csc3nnc(SCC(=O)NCc4ccco4)n23)cc1 | 63
O=C1NCCN1CCNS(=O)(=O)c1ccc(S(=O)(=O)c2ccccc2)s1 | 55
N#Cc1c(-c2ccco2)cc(-c2cccs2)[nH]c1=O | -38
COc1ccc2nc(C#N)sc2c1 | 68
C=CCc1ccc(/C=N\Nc2ccc(-n3ccnc3)nn2)cc1 | 60
COc1cc([N+](=O)[O-])ccc1NC(=O)CSc1cccc2cccnc12 | 61
COc1ccc(Cl)cc1NC(=O)CSc1nc(=O)n(CCN(C)C)c2c1CCCC2 | 55
COC(=O)c1ccc2c(=O)n(CC(=O)NCC(C)C)c(=S)[nH]c2c1 | 61
Cc1ccc(/C=C/S(=O)(=O)N2CCN(c3ccc(-c4ccco4)nn3)CC2)cc1 | 100
COc1cc(OC)cc(C(=O)NCC(c2ccc(N(C)C)cc2)N2CCN(C)CC2)c1 (stereo not drawn) | 54
O=C1Nc2ccccc2/C1=C\c1cccc2ccccc12 | 62
CCOC(=O)N1CCN(c2nc(Nc3ccc(OC)cc3)c3nccnc3n2)CC1 | 63
CC(C)(C)C(=O)Nc1ccccc1Cc1ccccc1 | 61
Oc1ccccc1-c1nc(-c2ccc3c(c2)CCO3)n[nH]1 | 57
COC(=O)c1ccccc1NC(=O)CSc1nccn2nc(-c3ccccc3OC)cc12 | 80
COC(=O)c1cc(S(=O)(=O)NCC2CN(Cc3ccccc3)CN(Cc3ccccc3)C2)oc1C | 71&62
COCCNC(=O)C(=O)Nc1cc(N2CCCS2(=O)=O)ccc1C | 62
CCOc1ccc(S(=O)(=O)Oc2ccc(OC)cc2)cc1 | 63
NNC(=O)C1SCCN1S(=O)(=O)c1ccc(Cl)cc1 (stereo not drawn) | 56
Cc1cc(F)ccc1S(=O)(=O)Nc1ccc2c(c1)OCC(C)(C)C(=O)N2 | 68
COc1ccc(C(c2sc3ncnn3c2O)N2CCCCC2)cc1OC (stereo not drawn) | 61
Cc1onc(-c2ccccc2)c1CN1CCS(=O)(=O)CC1 | 46
CCOC(=O)CSc1nnc(CNC(=O)c2ccccc2F)n1CCc1ccccc1 | 65
O=S(=O)(c1ccc2ccccc2c1)n1c(Cc2ccccc2)nc2ccccc21 | 58
CC(C)(C)NC(=O)/C=C/c1cc([N+](=O)[O-])ccc1Sc1ccc(C(F)(F)F)cn1 | 59
CCOCCCNC(=O)c1ccc2c(=O)nc3c(-c4cccc(F)c4)n[nH]n3c2c1 | 60
N#CCCn1cc(/C=C2\SC(=S)NC2=O)c(-c2cccc3ccccc23)n1 | 62
Cc1cc(C)c(/C=C(\C#N)C(=O)c2cccs2)[nH]1 | 82
O=C(CN(Cc1ccc(Cl)cc1)S(=O)(=O)c1cccnc1)N1CCc2ccccc21 | 89
Cc1cc(=O)n2c(-c3ccc(NC(=O)Nc4cccc(Cl)c4)cc3)csc2n1 | 64
N/C(=N/OC(=O)c1ccc(Cl)cc1)c1ccc2nonc2c1 | 58
O=C(O)CCC(=O)NCCN1CCNC1=O | 59
CC(=O)c1ccc(NC(=O)CS(=O)(=O)c2ccccc2)cc1 | 62
O=C(Nc1ccc(Nc2ccc(-n3cccn3)nn2)cc1)Nc1cccc(F)c1 | 101
O=C(CN1N=NC2C(=O)N(c3ccc(F)cc3)C(=O)C21)Nc1ccccc1[N+](=O)[O-] (stereo not drawn) | 60
COc1ccc(N2CCN(CCNC(=O)COc3ccc(Cl)cc3Cl)CC2)cc1 | 61
C(#Cc1ccccc1)CN1CCN(c2ccccn2)CC1 | 61
O=C(Nc1ccccc1-c1nc2ccccc2o1)c1ccco1 | 64
COc1ccc(Cl)cc1S(=O)(=O)NCc1ccsc1 | 65
COC(=O)c1ccc(NC(=O)Cn2nc(-c3ccccc3)c3sc(N4CCCC4)nc3c2=O)cc1 | 84
Cc1ccc(S(=O)(=O)N(C)c2nc3ccccc3n3c(-c4ccc(F)cc4)nnc23)cc1 | 61
COc1ccc(CC(=O)Nc2c(C)nc3scc(C)n3c2=O)cc1OC | 66
O=C(COc1ccc(Cl)cc1Cl)Nc1nc2cc3c(cc2s1)OCO3 | 60
CS(=O)(=O)N1CCC(C(=O)Nc2nnc(-c3cc4ccccc4o3)o2)CC1 | 65
CC1(C)CCCC(C)(C)N1CC(O)COc1ccccc1Br (stereo not drawn) | 69
O=C(NCCCN1CCCC1=O)C(=O)Nc1ccc2c(c1)OCO2 | 53
C=CCOC(=O)COc1ccc2oc(=O)c(-c3ccc(OC)c(OC)c3)c(C)c2c1 | 56
O=C(Nc1ccccc1C(F)(F)F)N1CCN(c2ccc3nnc(C4CC4)n3n2)CC1 | 67
O=C(CNC(=O)C1CCCCC1)Nc1nc(-c2ccccc2)cs1 | 69
O=C(Cc1csc(NC(=O)c2ccco2)n1)Nc1nc2ccccc2s1 | 76
CN1CCc2cc(C(CNC(=O)C(=O)Nc3ccon3)N3CCCCC3)ccc21 (stereo not drawn) | 57
O=C(/C=C\c1ccccc1)NCCn1ncc2c(=O)n(Cc3cccc(Cl)c3)cnc21 | 67
N#Cc1sccc1NS(=O)(=O)c1cccc(C(F)(F)F)c1 | 58
COc1ccc(OCC(=O)NCC(c2cccn2C)N2CCc3ccccc3C2)cc1 (stereo not drawn) | 63
O=C(Nc1ncc(Cc2ccc(Cl)cc2)s1)c1ccc(-n2cnnn2)cc1 | 66

Next compounds follow.
Structure | RMI-FANCM inh
COc1ccc(-c2ccc(N3CCCC(C(=O)NC4CC4)C3)nn2)cc1 (stereo not drawn) | 61
COc1ccc(-c2cc(=O)n(CC(=O)Nc3ccccc3SC)cn2)cc1 | 72
CC(C)N(C)S(=O)(=O)c1ccc(C(=O)N(Cc2cccnc2)c2nc3c(Cl)cccc3s2)cc1 | 73
Cc1nnc(NC(=O)CSc2nnc(NC(=O)c3cc([N+](=O)[O-])ccc3Cl)s2)s1 | 59
Clc1ccc(-c2nc(CN3CCOCC3)cs2)cc1 | 62
CC(Oc1cccc(F)c1)C(=O)NCCOc1ccccc1 (stereo not drawn) | 62
Cc1nnc(SCc2nc3ccccc3c(=O)[nH]2)s1 | 54
O=C1C2CCC(C(O)C2)N1Cc1ccccc1 (stereo not drawn) | 57
COc1ccc(N(C)S(=O)(=O)c2ccsc2C(=O)n2nc(C)cc2C)cc1 | 65
O=S(=O)(c1ccc(-c2noc(-c3ccccc3)n2)cc1)N1CCOCC1 | 51
O=C(NCc1nnnn1-c1cccc(F)c1)c1cc2ccccc2oc1=O | 53
COc1cccn(CC(=O)NN)c1=O | 61
COCC(=O)Nc1c(C)nc2ccc(Cl)cn2c1=O | 55
O=C(CSc1ncnc2ccccc12)NCc1ccco1 | 60
O=C(CC1CCCCN1S(=O)(=O)c1cccs1)Nc1ccccc1Cl (stereo not drawn) | 68
COc1ccc2c(c1)C=C(C=O)CO2 | 49
Cn1c(SCC(=O)Nc2ccc(F)cc2Cl)nc2c(-c3ccccc3)csc2c1=O | 139
C(=C\c1ccccc1)/CSc1ncnc2c1oc1ccccc12 | 62
CCOc1ccc(NS(=O)(=O)c2cccc([N+](=O)[O-])c2)cc1 | 57
COC1=CC(=O)C(C(=O)c2ccccc2)=CC1=O | 58
CC(=O)c1ccc(NC(=O)Cc2ccc(Cl)s2)cc1 | 74
COc1ccc(S(=O)(=O)NCC2(c3cccs3)CCCC2)cc1OC | 67
C#CC(C)(C)NS(=O)(=O)c1ccc(F)cc1 | 54
Cc1nc2ccc(NC(=O)Nc3ccc4c(c3)OCO4)cc2c(=O)n1-c1ccc(Cl)cc1 | 28*

Taken from above.
RMI-FANCM inh with Cc1nc2ccc(NC(=O)Nc3ccc4c(c3)OCO4)cc2c(=O)n1-c1ccc(Cl)cc1 → 28*
RMI-FANCM inh with CCOc1ccc(NS(=O)(=O)c2cccc([N+](=O)[O-])c2)cc1 → 57

Carrying on:
Structure | RMI-FANCM inh
Nc1cc(=O)[nH]c(SCC(=O)Nc2ccc(S(N)(=O)=O)cc2)n1 | 61
COC(=O)c1ccc(S(=O)(=O)N2CCCN(Cc3ccccc3)CC2)n1C | 60
O=C(CSc1nnc2scc(-c3ccc(Cl)cc3)n12)N1CCOCC1 | 74
CCOc1ccccc1NC(=O)C(=O)NCC1CCN(C2CCCC2)CC1 | 82
COc1ccc(C2c3ccsc3CCN2C(=O)NC(C)(C)C)cc1 (stereo not drawn) | 57
Cc1ccc(-c2nc3c(c(SCC(=O)Nc4cccc(C)c4C)n2)Cc2cccc(C)c2O3)cc1 | 62
O=C(NCc1ccsc1)C(=O)NCc1cccs1 | 71
O=C1OC(c2ccccc2)=C(C(=S)Nc2ccc(Cl)cc2)C1=O | 57
Cn1cnnc1SCCN | 69
O=C(NC(=O)c1ccc(F)cc1F)Nc1ccccc1Cl | 59
Cn1nc(C(=O)Nc2ccccc2C(F)(F)F)ccc1=O | 60
COc1ccc(N2CC(NC(=O)Nc3ccncc3)CC2=O)cc1 (stereo not drawn) | 60
Cc1ccc(Cl)cc1S(=O)(=O)Nc1ccc2c(c1)C(=O)NCCO2 | 66
Clc1cccc(C2N(c3ccccc3)CCN2c2ccccc2)c1Cl | 57
CC1(C)COc2cc(NS(=O)(=O)c3ccc(F)cc3F)ccc2NC1=O | 65
c1coc(CSCc2ccc3nonc3c2)c1 | 52
O=C(c1ccco1)N1CCN(c2nc(-c3cccs3)ns2)CC1 | 52
NC(=O)N/N=C\c1cc(Br)ccc1O | 61
CN1CCC(N(C)C(=O)NC2CC(=O)N(c3ccc4c(c3)OCCO4)C2)CC1 (stereo not drawn) | 54
C=C(C)Cn1c(C2CC(=O)N(Cc3ccccc3)C2)nc2ccccc21 (stereo not drawn) | 59
CCOc1ccccc1NC(=O)Cc1csc(SCC(=O)Nc2cccc(NC(C)=O)c2)n1 | 66
Cc1ccc(C=C2C(=O)OC(C)(C)OC2=O)o1 | 59
COc1ccccc1CNC(=O)c1n[nH]nc1Nc1ccccc1 | 63
O=C(Nc1ccc(Br)cc1F)c1ccc(NS(=O)(=O)c2cccc(Cl)c2)cc1 | 71
O=C(NCCc1ccncc1)NCSCc1cccc(C(F)(F)F)c1 | 55
Cn1c(=O)c2cc(C(=O)NCC3COc4ccccc4O3)sc2n(C)c1=O (stereo not drawn) | 62
COC(=O)[C@H]1[C@H]2C[C@@H]3c4[nH]c5cc(OC)ccc5c4CCN3C[C@H]2C[C@@H](OC(=O)/C=C/c2cc(OC)c(OC)c(OC)c2)[C@@H]1OC | 60
COc1ccc(N/C(=C\C=C(C#N)C#N)c2ccc(Cl)cc2)cc1 | 62
O=c1oc2ccccc2c(O)c1C=Nc1ncccn1 | 58
CS(=O)(=O)c1ccc2nc(NC(=O)C3COc4ccccc4O3)sc2c1 (stereo not drawn) | 58
CC(C)=CCOc1cc2oc(=O)ccc2cc1O | 61
CCCC(=O)NCCn1ncc2c(=O)n(Cc3cccc(C(F)(F)F)c3)cnc21 | 68
O=C(CSc1nccn1-c1ccc([N+](=O)[O-])cc1)NCCc1ccccc1 | 60
O=C(Nc1ccc2c(c1)C(=O)OC2)c1cccs1 | 55
CCC(=O)Nc1ccc(SCC(=O)Nc2nc3ccc(C)cc3s2)nn1 | 87
O=S(=O)(Nc1cc(Sc2ncn[nH]2)c(O)c2ccccc12)c1cccs1 | 43

A second format for some results above:
molecule: Cc1cc(=O)n2c(-c3ccc(NC(=O)Nc4cccc(Cl)c4)cc3)csc2n1
  RMI-FANCM inh: 64
molecule: COc1ccc(Cl)cc1NC(=O)CSc1nc(=O)n(CCN(C)C)c2c1CCCC2
  RMI-FANCM inh: 55
molecule: CCOc1ccccc1NC(=O)C(=O)NCC1CCN(C2CCCC2)CC1
  RMI-FANCM inh: 82
molecule: O=C(Nc1ccccc1C(F)(F)F)N1CCN(c2ccc3nnc(C4CC4)n3n2)CC1
  RMI-FANCM inh: 67

Following part.
Structure | RMI-FANCM inh
CC(C)CCN1C(=O)CCc2cc(NC(=O)c3ccc(Br)o3)ccc21 | 65
COC(=O)c1ccc(CSc2ncnc3c2oc2ccccc23)o1 | 69
Cc1ccc(S(=O)(=O)Nc2cc(C)c(Br)cc2NS(=O)(=O)c2ccc(C)cc2)cc1 | 57
Cc1c(N=Cc2ccco2)c(=O)n(-c2ccccc2)n1C | 57
CN1CCN(c2c3c(nc4ccccc24)C2(C)CCC3C2(C)C)CC1 (stereo not drawn) | 55
COc1ccc2sc(N3CCN(c4ccccc4)CC3)nc2c1 | 59
NC(=O)c1ccc(-c2ccc(Cl)cc2)s1 | 56
Cn1c(=NC(=O)c2cc(-c3ccccc3)nc3ccccc23)sc2c3ccccc3ccc21 | 63
Cc1cccc2nc(-c3ccno3)oc(=O)c12 | 67
COc1ccc(C(=S)N2CCN(C(=S)c3c[nH]c4ccccc34)CC2)cc1 | 56
CCCCCc1ccc(-c2ccc(C(=O)Oc3ccccc3F)cc2)nc1 | 55
CC1=C(C(=O)Nc2ccccc2F)C(c2cccc([N+](=O)[O-])c2)NC(=O)N1 (stereo not drawn) | 62
O=C(O)C1CCN(S(=O)(=O)c2ccccc2[N+](=O)[O-])CC1 | 59
COc1cn(CC(=O)Nc2cccc(C)c2C)c(CN2CCCCCC2)cc1=O | 57
COc1ccc(OC)c(N2CC(c3nc(-c4ccc5c(c4)OCO5)no3)CC2=O)c1 (stereo not drawn) | 63
O=C(NC(=S)Nc1nc(-c2ccccc2)cs1)c1ccc(S(=O)(=O)N2CCCC2)cc1 | 92
O=C(C1CCCC1)N1CCCC(c2nnc(-c3ccc4c(c3)OCO4)o2)C1 (stereo not drawn) | 64
COc1ccc(C(C)C)cc1S(=O)(=O)Nc1cccc(C)n1 | 63
Cc1ccc2nc(-c3ccc(NC(=O)Cc4csc(NC(=O)C5CC5)n4)cc3)sc2c1 | 56
